Sm TGR block: qHTS Assay for the Inhibitors of Schistosoma Mansoni Peroxiredoxins; Schistosoma mansoni thioredoxin glutathione reductase (TGR), Q962Y6; purified TGR, DTNB reduction, TNB absorbance 405 nm; Potency, µM (highest dose often 114 µM), for inactives: top-dose activity change, negative = inhibition, hits mostly inhibitors; 3% of 360,000 active; note: potency is the fitted concentration of half-maximal effect; nearly all actives have a fitted effect of over 60% in size
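First, TGR (20 nM dispensed) and NADPH were mixed with compound. Second, a 15 min room-temperature incubation followed. Third, further NADPH and then DTNB were added to start the reaction. Finally, TNB absorbance was monitored kinetically.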
HCV inh: qHTS Assay for Inhibitors of Hepatitis C Virus (HCV). Huh7.5.1 HCVcc-Cre infection, luciferase reporter, 44 h. Potency, µM (highest dose often 41.8 µM), for inactives: at the highest dose activity change, negative = inhibition, actives largely listed as inhibitors. 3.4% of 340,000 active; note: potency is the fitted concentration of half-maximal effect
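HCVcc-Cre virus at an moi near 0.5 was added right after compound to cells cultured 4 h from seeding (1,000 cells/well). Luciferase activity was determined 44 h later, 15 min after substrate addition at RT.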
HCMV antiviral: qHTS Assay for inhibitors of the human cytomegalovirus (HCMV); HFF cells, HCMV-luciferase reporter, 72 h; active compounds read low; activity change, negative = inhibition, % at 57.5 µM; 4.5% of 410,000 active; in the data active = activity change below about -60%; inconclusive = no clear call, values can overlap the other calls; inactive = above about -39%
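Cell-based, HFFs, 1000 cells/well, 16 h 37C; cpds in DMSO + HCMV-luc, MOI 1 PFU/cell; 72 h 37C; OneGlo luminescence after 5 min RT; norm. to buffer vs Salinomycin 10uM.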
AmpC no deterg: qHTS Inhibitors of AmpC Beta-Lactamase (assay without detergent); Potency, µM (titrated, usually from 57.1 µM), for the others: at the top dose activity change, negative = inhibition, hits mostly inhibitors; 0.52% of 330,000 active; AID 485341, 2010; AmpC nitrocefin hydrolysis, absorbance 480 nm, 0.0001% Triton;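 note: potency is the fitted concentration of half-maximal effect; plate controls were no compound for no effect and no enzyme for full effect; nearly all actives have a fitted effect of over 20% in size; some results filed as inactive show a strong effect at the top dose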
Target sequence (P00811 whole entry, looked up): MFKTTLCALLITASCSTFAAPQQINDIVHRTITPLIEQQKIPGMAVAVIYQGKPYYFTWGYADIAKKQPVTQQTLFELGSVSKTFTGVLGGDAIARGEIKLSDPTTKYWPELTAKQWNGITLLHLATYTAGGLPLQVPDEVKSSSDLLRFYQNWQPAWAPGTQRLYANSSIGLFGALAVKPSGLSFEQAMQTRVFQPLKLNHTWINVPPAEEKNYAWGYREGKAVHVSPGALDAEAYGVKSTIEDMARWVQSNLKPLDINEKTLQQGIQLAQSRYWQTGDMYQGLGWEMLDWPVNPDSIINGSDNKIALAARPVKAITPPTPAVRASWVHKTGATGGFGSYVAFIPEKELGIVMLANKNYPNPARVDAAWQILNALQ
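20 mM phosphate pH 7.0 + 0.01% (detergent screen) or 0.0001% Triton X-100; 5.3 nM AmpC reagent; cpd preinc 15 min RT; nitrocefin (800 uM stock) to start; A480 q20 s × 4 min; Activity was normalised to no-enzyme and no-compound control wells.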
FBPA Giardia inh: qHTS Assay for Inhibitors of Fructose-1,6-bisphosphate Aldolase from Giardia Lamblia | Potency, µM (doses to about 59.6 µM), inactives show top-dose activity, negative = inhibition, hits mostly inhibitors | A8B2U2 | 0.71% of 290,000 active | purified Giardia FBPA; note: potency is the fitted concentration of half-maximal effect; nearly all actives have a fitted effect of over 55% in size
Target sequence (A8B2U2 whole entry, looked up): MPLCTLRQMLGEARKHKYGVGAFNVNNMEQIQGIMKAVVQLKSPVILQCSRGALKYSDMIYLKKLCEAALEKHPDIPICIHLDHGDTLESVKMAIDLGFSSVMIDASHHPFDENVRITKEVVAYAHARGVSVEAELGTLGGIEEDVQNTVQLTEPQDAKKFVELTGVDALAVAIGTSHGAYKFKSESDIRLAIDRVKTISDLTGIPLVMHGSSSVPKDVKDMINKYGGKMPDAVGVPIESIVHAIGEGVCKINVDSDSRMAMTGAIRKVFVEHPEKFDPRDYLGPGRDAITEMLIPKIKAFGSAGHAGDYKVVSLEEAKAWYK
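Giardia FBPA (40 nM reagent) was preincubated 10 min at RT with compound (up to 57.5 uM final), then substrate plus GAPDH/TPI/NAD/arsenate coupling system with diaphorase/resazurin was added; resorufin fluorescence (525/598 nm) was read after 20 min.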
AmpC detergent: qHTS Inhibitors of AmpC Beta-Lactamase (assay with detergent); P00811; AmpC hydrolysis of nitrocefin, absorbance 480 nm, 0.01% Triton; Potency, µM (titrated, usually from 114 µM), for the others: top-dose activity change, negative = inhibition, hits mostly inhibitors; 0.041% of 370,000 active; AID 485294, 2010;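 note: potency is the fitted concentration of half-maximal effect; 0% = no-compound wells and -100% = no-enzyme wells; nearly all actives have a fitted effect of over 25% in size; some results filed as inactive show a strong effect at the top dose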
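20 mM phosphate pH 7.0 + 0.01% (detergent screen) or 0.0001% Triton X-100; 5.3 nM AmpC reagent; cpd preinc 15 min RT; nitrocefin (800 uM stock) to start; A480 q20 s × 4 min; Activity was normalised to no-enzyme and no-compound control wells.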
The depositor's hits bear a star; ? = inconclusive; . = no result given; [ ] = remark or other dose. Unless noted, calls come from the whole dose curve; as a rule, active = well fitted curve in the direction sought with a large enough effect; inconclusive = small, poorly fitted or top-dose-only effect, or another doubt; inactive = no such curve, though single readings can be large; an effect the other way counts as inactive or inconclusive. Unless noted, % is set by controls: 0 for no effect and ±100 for the full control effect.

Every second line gives: AmpC detergent, HCV inh, FBPA Giardia inh, HCMV antiviral, Sm TGR block, AmpC no deterg
> CC(=O)c1c(C)[nH]c(C(=O)/C(C#N)=C/c2cccc(C)c2)c1C
 : -8%, ?, -26%, 0, -13%, -32%
> CCN1CCN(S(=O)(=O)c2ccc(-c3cc(C)no3)s2)CC1
 : 2%, 2%, ., 17, -14%, -5%
> Cc1ccc2nc(NC(=O)c3cc(-c4ccco4)nc4ccccc34)sc2c1
 : -14%, ?, 2%, -16, -4%, -36%
> COc1ccc(S(=O)(=O)N2CCCCCC2)cc1C(=O)N(C)CC(=O)Nc1ccccc1Cl
 : -3%, -21%, ., ?, 4%, 74%[activator]
> CCCCCC(=O)Nc1nc(C)c(-c2csc(Nc3cc(Cl)ccc3C)n2)s1
 : ?, -1%, 0%, 117, -25%, -33%
> COc1ccc(S(=O)(=O)NCC(c2cccnc2)N2CCN(Cc3ccccc3)CC2)cc1C (stereo not drawn)
 : 5%, -3%, ., 110, -1%, 139%[activator]
> CC(CN1CCCC1)OC(=O)Cc1ccc(Cl)cc1 (stereo not drawn)
 : ?, -5%, ?, 33, -2%, -8%
> CCOc1ccc(NC(=O)c2cccc3c2C(=O)N(Cc2cccnc2)C3)cc1
 : 2%, ?, -17%, -6, 2%, 0%
> COc1ccccc1C(=O)Nc1ccc(C(=O)OCc2cc(=O)n3nc(C4CC4)sc3n2)cc1
 : 1%, ., ., -19, 1%, .
> CC[C@H](C)[C@H](NC(N)=O)C(=O)NNC(=O)c1ccc(COc2cccc3cccnc23)cc1
 : 0%, -3%, -14%, -2, 0%, 28%
> COC(=O)C1=C(C)N(Cc2ccccc2)C(=O)/C1=C\c1ccco1
 : 2%, -19%, -5%, 27, 8.9µM*, -16%
> C/C(=N/NC(=O)c1cc(-c2cccc([N+](=O)[O-])c2)n[nH]1)c1ccc(Cl)cc1
 : ?, 11%, -1%, 5, -7%, -46%
> O=C(CN1CCOCC1)Nc1nc2ccc(Br)cc2s1
 : 3%, -12%, -3%, ?, -2%, -2%
> O=C(COC(=O)c1cccnc1Nc1ccccc1F)NCc1ccc2c(c1)OCO2
 : -7%, -5%, 1%, -7, 11%[11.4 µM], -17%
> CN(CCO)c1cc(N(C)CCO)c([N+](=O)[O-])cc1[N+](=O)[O-]
 : -1%, -9%, 6%, -35, -8%, -13%
> O=C(NCC(=O)N1CCN(c2ccccc2O)CC1)c1ccc(Br)o1
 : -11%, 14%, ., 26, -10%, -4%
> O=C(Cc1nnc(NC(=O)Nc2ccccc2F)s1)NCc1ccccc1
 : 4%, 1%, 5%, 31, -3%, -31%
> Brc1c(CSc2nncn2-c2ccccc2)nc2ncccn12
 : 8%, 10%, -4%, 15, -1%, -24%
> COc1cccc(NC(=O)N2CCCC(C(=O)NCc3ccc(F)cc3)C2)c1 (stereo not drawn)
 : -2%, -4%, 0%, 15, -6%, -10%
> O=c1cc(-c2ccccc2)nc2nc(-c3ccco3)[nH]n12
 : 4%, 17%, -12%, 84, 0%, -19%
> CC(C)C(=O)NC(=O)COC(=O)/C=C/c1cccs1
 : -10%, 13%, 0%, -21, 3%, -6%[2.29 µM]
> O=C(NC(=S)Nc1cc(Cl)ccc1O)c1cccc(Br)c1
 : -9%, 11µM*, -2%, ?, -4%, -44%
> COCCn1c(C)cc(C2=NNC(=Nc3ccc(OC)cc3)SC2)c1C
 : 0%, -19%, -24%, ., 5%, 46%
> NNC(=O)COc1ccc(C(F)(F)F)cc1
 : -7%, 14%, 1%, -22, ., -7%
> CSC1=NCCN1C(=O)Cc1ccc(F)cc1
 : -4%, 9%, -1%, -13, -7%, 5%
> Cc1onc(-c2ccccc2)c1-c1nc2ccccc2c(=O)o1
 : 1%, 14%, 6%, ?, -12%, -24%
> COc1cccc(-c2nc(CS(=O)CC(=O)NC3CC3)c(C)o2)c1 (stereo not drawn)
 : -14%, 0%, 3%, 14, ?, -14%
> Cc1cccc(C(=O)NCC(=O)N2CCOCC2)c1
 : -7%, 10%, -5%, 12, 0%, -3%
> COc1ccc(/C=C/C(=O)N2CCC(c3nc4ccccc4o3)CC2)cc1
 : 1%, ., ., 18, -6%, .
> CCOc1ccc(/C=N/NC(=O)c2ccc(O)cc2)cc1CN1CC2CC(C1)c1cccc(=O)n1C2 (stereo not drawn)
 : 3%, -15%, ., ?, -7%, -17%
> O=C(C1=C[C@@H](c2coc3ccccc3c2=O)C[C@@H](OCCCCO)O1)N1CCN(Cc2ccc3c(c2)OCO3)CC1
 : -6%, -3%, -2%, -11, -10%, 185%[activator]
> CCC(COC)Oc1cc(NCc2ccccc2)c2ncn(C(C)C)c2c1 (stereo not drawn)
 : 6%, 11µM*, ., -13, 28µM*, 132%[activator]
> Cc1cccnc1NC(=O)CNC(=O)c1cccs1
 : 0%, 16%, ., -16, -2%, -12%
> CCOc1ccccc1N(CC(=O)NC1CCCCC1)S(=O)(=O)c1ccc(C)cc1
 : -3%, -13%, -5%, -77*, 29%, 61%[activator]
> Cc1nn(C)c(Cl)c1CN1CCCC(CCC(=O)NCc2ccccc2F)C1 (stereo not drawn)
 : -5%, -15%, -3%, ?, -8%[57.1 µM], -3%
> CCOC(=O)c1ccc(S(=O)(=O)Nc2cc(S(=O)(=O)Nc3ccc(OC)cc3)ccc2O)cc1
 : ., 9%, ., 21, ., -23%
> Cc1cc(C)nc(SCc2cc(=O)c(OC(=O)c3ccc(S(=O)(=O)N(C)C)cc3)co2)n1
 : -9%, 43%[activator], 2%, 23, -16%, 125%[activator]
> CC(C)CNC(=O)c1nn(Cc2ccccc2)c(=O)c2ccccc12
 : -12%, 21%, -5%, -13, -8%, 11%
> COc1ccc2c(c1)N(S(=O)(=O)c1ccccc1)CCC2=O
 : -9%, -18%, -8%, 36, -1%, -18%
> CCc1cccc(CC)c1NC(=O)COC(=O)CC1c2ccccc2CCN1S(=O)(=O)c1ccccc1 (stereo not drawn)
 : -13%, 7.1µM*, -7%, -37, -8%, -16%
> COc1ccc(C)cc1Nc1n[n+](-c2ccccc2)c(-c2c(Cl)cccc2Cl)s1
 : -14%, -24%[8.37 µM], ?, -100*, 2%, 72%[activator]
> N#Cc1cccc(NC(=O)C2CCN(c3nc(-c4ccc(Cl)cc4)no3)CC2)c1
 : 9%, ., ., ?, 19%, .
> CCN(CC(=O)Nc1ccc(OC)cc1)C(=O)c1ccc(NS(=O)(=O)c2ccc(C(C)=O)cc2)cc1
 : -25%, 48%[activator], ., -2, -7%, -46%
> C(=C\c1ccccc1)/CSc1nnc(-c2ccccn2)n1Cc1ccco1
 : -6%, 10µM*, -14%, -13, 35µM*, 13%
> COc1cccc(/C=N/Nc2ncnc3scc(-c4ccccc4)c23)c1OC
 : -14%, ?, -10%, 52, -2%, 0%
> O=C(COC(=O)/C=C/c1ccc(Cl)cc1)NC1CCCCCC1
 : ?, 7%, ., 20, -2%, -7%
> C#CCOCCOCCOCCNc1nc(N2CCN(C(=O)[C@H]([C@@H](C)O)n3cc(CCCCN)nn3)CC2)nc(N2CCN(C(=O)[C@H](CCCCN)n3cc(CC(C)O)nn3)CC2)n1 (stereo partly drawn)
 : 0%, 4%, ., -4, -18%, 221%[activator]
> CC[C@@]1(C(=O)OC)N[C@H](CN(C)C(=O)NC(C)C)[C@@H]2C(=O)N(Cc3ccccc3)C(=O)[C@@H]21
 : ., -21%, ., 11, ., 6%
> CCOc1ccccc1CN(CCc1ccc2c(c1)OCO2)Cc1ccc(CC)cc1
 : 10%, ., ., ?, 7%, .
> CCCN(CC(=O)Nc1ccc(Cl)cc1Cl)C(=O)/C=C/c1ccco1
 : 2%, ?, 0%, -66*, -28%, 1%
> COc1ccc(N2CCN(C(=O)CSc3nnc(-c4cc5ccccc5cc4O)n3C)CC2)cc1
 : -9%, ?, -1%, -67*, -8%, 10%
> Cc1ccc(OCC(=O)NC2CC(C)(C)NC(C)(C)C2)c(C)c1
 : -4%, -3%, 2%, -4, 7%, -30%
> COc1ccc(-c2csc(COC(=O)C(C)(C)C)n2)cc1
 : 5%, 15%, 0%, 37, 2%, -21%
> COc1ccccc1NC(=O)c1ccc(NC(=O)COC(=O)C2CC2C)cc1 (stereo not drawn)
 : -8%, ?, 8%, 7, -6%, -20%
> COc1ccc(S(=O)(=O)N2CCOCC2)cc1NC(=O)c1cccc2c(=O)c(C)c(-c3ccccc3)oc12
 : -1%, ?, -1%, 11, -9%, -10%
> CC1CC(C)CN(S(=O)(=O)N2CCCC(C(=O)NC3CCCCC3)C2)C1 (stereo not drawn)
 : ?, 20%, -9%, -14, -1%, -12%
> O=C(COC(=O)c1cc(NS(=O)(=O)c2cccs2)ccc1O)Nc1ccc(F)c(F)c1F
 : -10%, -33%, 2%, 13, -21%, -53%
> O=S(=O)(c1ccc(F)cc1)N1CCN(CC2CC3C=CC2C3)CC1 (stereo not drawn)
 : ?, 18%, ?, -20, 1%, -14%
> O=C(CN(C(=O)c1csnn1)c1ccc(F)c(Cl)c1)NCc1ccc2c(c1)OCO2
 : -3%, -10%, -13%, -14, 9%, -52%
> C=CCOc1ccccc1CN1CCC(Cc2ccccc2)CC1
 : ?, ?, -30%, 11, 0%, -15%

Looked up one by one from above:
Every second line gives: AmpC detergent, HCV inh, FBPA Giardia inh, HCMV antiviral, Sm TGR block, AmpC no deterg
> CCCN(CC(=O)Nc1ccc(Cl)cc1Cl)C(=O)/C=C/c1ccco1
 : 2%, ?, 0%, -66*, -28%, 1%
> COc1ccccc1NC(=O)c1ccc(NC(=O)COC(=O)C2CC2C)cc1 (stereo not drawn)
 : -8%, ?, 8%, 7, -6%, -20%
> C=CCOc1ccccc1CN1CCC(Cc2ccccc2)CC1
 : ?, ?, -30%, 11, 0%, -15%

(cont.)
Every second line gives: AmpC detergent, HCV inh, FBPA Giardia inh, HCMV antiviral, Sm TGR block, AmpC no deterg
> CCc1ccccc1NC(=O)CCC(=O)c1cccs1
 : 2%, 4%, ., -14, -1%, -27%
> NS(=O)(=O)c1cccc(NC(=S)NCc2ccc3c(c2)OCO3)c1
 : -2%, 29%, 0%, 3, ?, -32%
> Cc1ccc(S(=O)(=O)N2CCCc3cc(NC(=O)c4cccc(Cl)c4)ccc32)cc1
 : -3%, ., ., -4, 8%, .
> Cc1ccc(OCc2ccc(C(=O)Nc3cc(C)on3)o2)c([N+](=O)[O-])c1
 : 5%, -21%, ., 29, -11%, 1%

Full records as entered above:
Cc1ccc(OCc2ccc(C(=O)Nc3cc(C)on3)o2)c([N+](=O)[O-])c1 is listed as AmpC detergent = 5%; HCV inh = -21%; FBPA Giardia inh = .; HCMV antiviral = 29; Sm TGR block = -11%; AmpC no deterg = 1%
Cc1ccc(S(=O)(=O)N2CCCc3cc(NC(=O)c4cccc(Cl)c4)ccc32)cc1 is listed as AmpC detergent = -3%; HCV inh = .; FBPA Giardia inh = .; HCMV antiviral = -4; Sm TGR block = 8%; AmpC no deterg = .
